# Screens: PubChem, Sanford-Burnham Center for Chemical Genomics
# MIN6 prolif: MIN6 beta-cell proliferation induction | AID 2380 | hit rate 0.29% among 330,000 | proliferation, % at 10 µM | MIN6 cells proliferation, ATPlite luminescence, 48 h; cells starved in 0.2% serum; 100% = growth in 10% serum;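 active means compounds whose signal lies at least 3.5 SD above the mean of all wells on their plate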;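 further: 0% = DMSO-treated cells in low-serum medium and 100% = 10% serum control; some compounds called inactive have numbers as strong as hits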
# A3G deaminase: blocks human APOBEC3G single-stranded DNA deamination; Q9HC16; recombinant A3G, ssDNA deamination FAM/TAMRA fluorescence; inhibition, % at 20 µM; hit rate 0.28% among 330,000;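 active means inhibition of at least 40% at 20 µM, with no more than 30% in the related APOBEC3A deaminase screen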;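 further: plate controls were DMSO wells with A3G for no effect and wells lacking A3G enzyme for full effect; some compounds called inactive have numbers as strong as hits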
# A3A deaminase: human APOBEC3A DNA deaminase inhibition | P31941 | recombinant A3A, FAM/TAMRA ssDNA deamination fluorescence | inhibition, % at 20 µM | hit rate 0.41% among 330,000 | AID 493011;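 active means at least 40% inhibition at 20 µM here, with at most 30% in a related deaminase screen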;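 further: plate controls were A3A with DMSO for no effect and wells lacking A3A enzyme for full effect; some results filed as inactive read as strong as hits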
# Target sequence (P31941 whole entry, looked up): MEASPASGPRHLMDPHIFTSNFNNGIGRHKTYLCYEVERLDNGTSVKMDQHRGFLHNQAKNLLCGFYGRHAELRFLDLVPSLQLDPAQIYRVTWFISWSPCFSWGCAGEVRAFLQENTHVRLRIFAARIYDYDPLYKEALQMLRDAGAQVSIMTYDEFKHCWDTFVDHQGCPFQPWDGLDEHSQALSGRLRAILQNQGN
# mIAP inh: blocks mouse intestinal alkaline phosphatase. purified mouse IAP, CDP-Star luminescence, 30 min. inhibition, % at 10 µM. hit rate 0.2% among 330,000. AID 2806;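 active means inhibition of at least 40% at 10 µM in the primary screen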;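 further: plate controls were DMSO with enzyme for no effect and no enzyme wells for full effect; values of inactives mirror those of a sister screen read the other way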
# TIM10 inh: growth inhibitors of TIM10 yeast strain. S. cerevisiae TIM10 strain growth, BacTiter-Glo luminescence, 24 h. AID 463195. inhibition, % at 10 µM. hit rate 1.4% among 330,000;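 active means inhibition of 40% or more at the single tested concentration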;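 further: wild-type TIM10 isogenic control strain grown at permissive 25 °C; 0% = DMSO yeast wells and 100% = minimal medium wells without yeast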
# NLRP3 yeast inh: NALP3 inhibition in yeast | Yeast reconstituted NLRP3/ASC/caspase-1, beta-gal luminescence, 24 h | inhibition, % at 10 µM | hit rate 0.39% among 330,000;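 active means inhibition of 50% or more; inactive means inhibition below 50%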;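 further: plate controls were induced DMSO wells for no effect and uninduced yeast grown without galactose for full effect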
# mIAP act: increases mouse intestinal alkaline phosphatase activity; AID 2805; activation factor at 10 µM; muIAP, CDP-Star luminescence, 30 min; hits give high values; 1 = vehicle-only enzyme signal, 0 = enzyme-free wells; hit rate 0.24% among 330,000;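 active means activation factor of at least 2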; further: the source names both 10 and 20 µM as test concentration; values of inactives mirror those of a sister screen read the other way
#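 System: Mouse IAP enzyme | Also added: CDP-Star substrate | Dosing: Compounds dispensed in DMSO | Schedule: 30 min enzyme-substrate-compound incubation at room temperature | Technique: Chemiluminescence readout | Control set: DMSO-only wells and no-enzyme negative control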
# tim10-1 inh: inhibits growth of tim10-1 mutant yeast. hit rate 2.2% among 330,000. inhibition, % at 20 µM. S. cerevisiae tim10-1 ts strain growth, BacTiter-Glo, 24 h. AID 463190;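 active means inhibition of at least 40%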;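 further: mutant grown at 25 °C; 0% = DMSO wells with yeast and 100% = wells holding no yeast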
# hIAP inh: human IAP inhibition; P09923; purified IAP, CDP-Star luminescence, 30 min; inhibition, % at 10 µM; hit rate 0.12% among 330,000;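 active means inhibition reaching a set limit with compound at 10 µM in the primary screen, cut at about 35% in these data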;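 further: plate controls were DMSO wells with enzyme for no effect and no-enzyme buffer wells for full effect; values of inactives mirror those of a sister screen read the other way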
# Target sequence (P09923 whole entry, looked up): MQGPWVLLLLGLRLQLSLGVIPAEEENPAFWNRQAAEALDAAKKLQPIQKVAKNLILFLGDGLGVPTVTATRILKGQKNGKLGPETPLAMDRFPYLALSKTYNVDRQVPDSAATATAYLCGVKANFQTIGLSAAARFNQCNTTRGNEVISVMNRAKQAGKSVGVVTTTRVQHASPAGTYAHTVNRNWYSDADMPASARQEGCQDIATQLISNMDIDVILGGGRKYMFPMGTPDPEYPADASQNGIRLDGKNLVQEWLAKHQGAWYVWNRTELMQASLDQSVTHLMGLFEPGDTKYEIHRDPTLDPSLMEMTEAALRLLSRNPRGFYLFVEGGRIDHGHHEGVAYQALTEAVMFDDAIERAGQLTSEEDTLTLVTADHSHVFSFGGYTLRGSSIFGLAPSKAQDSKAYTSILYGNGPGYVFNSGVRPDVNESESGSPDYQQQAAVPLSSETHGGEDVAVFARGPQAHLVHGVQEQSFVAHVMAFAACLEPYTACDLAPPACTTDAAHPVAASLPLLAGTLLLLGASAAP
# An asterisk follows results filed as active.
SMILES,MIN6 prolif,A3G deaminase,A3A deaminase,mIAP inh,TIM10 inh,NLRP3 yeast inh,mIAP act,tim10-1 inh,hIAP inh
Fc1ccccc1-c1nc(-c2cnccc2C(F)(F)F)no1,-2.0,-0.5,-0.8,-8.6,0.9,-12.4,1.09,30.4,-35.6
CCCC(=O)N1CCN(c2ccc(NC(=O)c3cc4ccccc4o3)cc2Cl)CC1,-4.5,0.8,1.1,-11.4,18.5,8.1,1.11,18.8,8.2
CC(=O)c1cccc(NC(=O)CN2C(=O)COc3ccc(S(=O)(=O)N4CCOCC4)cc32)c1,0.9,-1.2,0.7,0.4,1.5,2.3,0.996,2.8,4.9
CCOc1ccc(-c2nnc(-c3ccccc3)o2)cc1,-3.5,-2.7,-8.9,-6.0,4.0,31.8,1.06,14.4,-15.4
COc1ccc2c(/C=C/c3cc[n+](C)cc3)c[nH]c2c1,-5.3,12.4,44.8*,4.7,25.1,18.3,0.953,-13.1,6.2
COc1cccc2cc(C(=O)C3=C(O)C(=O)N(CCN(C)C)C3c3ccc(Cl)cc3)oc12 (stereo not drawn),2.4,-5.9,-4.4,6.0,12.8,7.1,0.94,15.3,10.1
Cc1cc(C)nc(NC2=NCC(=O)N2c2ccc(Cl)cc2)n1,-5.5,-0.9,-0.7,-6.1,-7.5,10.9,1.06,-7.1,-3.9
NNC(=O)COc1cccc(Oc2ccccc2)c1,-0.4,-5.7,-3.3,5.1,-29.0,6.3,0.949,-1.7,-25.3
C=C1CCN([C@H](C(=O)NCc2ccccc2)C(C)C)S(=O)(=O)c2ccccc21,-2.1,-3.6,0.5,0.8,-6.1,18.8,0.992,16.7,-9.2
CCCC(=O)N1CCN(c2ccc(NC(=O)c3cc4ccccc4o3)cc2)CC1,0.9,-1.7,-1.5,6.2,13.9,23.8,0.938,11.0,-14.1
CSc1ccc(C(=S)N2CCN(CCO)CC2)cc1,1.8,8.3,-4.2,-0.2,7.5,20.9,1,2.0,-12.6
O=C(c1ccco1)N1CCN(Cc2cn[nH]c2-c2cccc3ccccc23)CC1,-0.6,-4.2,-1.1,-13.1,-0.1,4.4,1.13,0.0,-22.0
Cc1cc(C)c(C(=O)/C=C/c2cccs2)c(=O)[nH]1,-1.6,-9.2,-1.3,-8.9,-3.6,-1.4,1.09,13.5,8.5
CCOc1ccc(N2C(=O)/C(=C/c3ccc(C)o3)N(C)C2=S)cc1,-2.8,24.6,-1.2,18.7,13.9,9.9,0.813,34.3,13.9
CC(NC(=O)Nc1ccc(O)cc1)(C(F)(F)F)C(F)(F)F,1.7,-3.1,-1.0,-5.3,10.5,14.9,1.05,-2.6,-11.0
O=C(N1CCOCC1)N1CCN(CC(O)COc2ccc3ccccc3c2)CC1 (stereo not drawn),-0.3,-5.5,-0.8,-11.7,-9.6,12.7,1.12,-12.6,-15.5
CC(C)CCN1CCN(Cc2nc(-c3ccc(F)cc3)cs2)CC1CCO (stereo not drawn),-0.1,-6.9,-3.9,8.2,14.2,-6.0,0.918,13.5,-0.4
CCOc1ccc(-n2ccc(=O)c(C(=O)Nc3ccc(S(=O)(=O)N4CCOCC4)cc3)n2)cc1,0.0,-6.5,-5.0,5.0,-2.8,-12.7,0.95,21.0,23.3
Cc1nnc(SCC(=O)NNC(=O)c2ccc(Cl)cc2)n1CC1CCCO1 (stereo not drawn),-3.0,-0.7,-1.5,-5.0,8.6,8.9,1.05,-0.8,-1.2
Cc1cccc(NC(=S)NNC(=O)c2sccc2C)c1,-1.4,1.5,3.6,0.5,8.5,17.0,0.995,21.6,4.3
CC(=O)Nc1ccc(OC(F)(F)C(F)C(F)(F)F)c(NC(C)=O)c1 (stereo not drawn),-0.9,-1.4,-1.0,2.7,8.0,6.6,0.973,10.9,2.5
CCOc1ccc(Cn2c3ccc(OC)cc3c3nc4ccccc4nc32)cc1OC,-3.8,-6.2,-0.6,3.1,4.3,14.2,0.969,6.5,9.9
CN(C)CCN1C(=O)C(=O)/C(=C(/O)c2ccc(S(=O)(=O)N3CCOCC3)cc2)C1c1ccccc1 (stereo not drawn),-3.2,-5.1,-4.0,-15.0,-10.8,4.4,1.15,-22.2,-6.9
O=C(COC(=O)C1(c2ccccc2)CCCC1)N1CCNC1=O,2.6,-9.1,-5.1,1.7,10.6,0.3,0.983,8.3,-8.9
Cc1cccc(NC(=O)c2cnn(-c3ccccc3)c2C)c1C,-3.6,-6.1,-6.0,-2.7,-14.6,40.2,1.03,-13.8,-3.5
COc1cccc(-n2c(Cn3nc(C(F)F)cc3C(F)F)n[nH]c2=S)c1,2.5,19.1,1.0,6.7,8.6,10.3,0.933,19.2,-3.0
CCCNC(=O)c1nn2c(C(F)(F)F)cc(-c3ccccc3)nc2c1Br,2.6,-6.3,-4.8,-2.1,-5.6,20.6,1.02,15.5,1.6
CC(=O)c1ccc(OC(=O)N2CCOCC2)cc1,-4.2,11.3,0.0,2.7,10.0,20.4,0.973,2.6,-11.0
Nc1ccc(Oc2ccccc2-c2ccccc2)cc1,-1.9,5.9,7.5,-2.6,10.8,6.7,1.03,26.1,-21.5
COc1cc(CN2CCC(CCC(=O)NC3CC3)CC2)cc(Cl)c1OC,0.5,-2.7,-4.0,-1.8,0.4,11.2,1.02,-3.5,14.1
Cc1cc(/C=N/NC(=O)c2ccc(O)cc2)c(C)n1C1CC1,-2.4,-2.3,1.1,1.4,-10.2,14.8,0.986,-2.2,-11.0
CCOc1ccc(N(CC(=O)NCCSCc2ccccc2)S(C)(=O)=O)cc1,1.4,-7.1,-7.1,0.0,-0.5,17.7,1,22.2,14.7
O=C(NNC(=O)c1ccccc1O)c1ccc(Cl)c(S(=O)(=O)N2CCCCC2)c1,-3.1,1.2,1.8,27.0,-16.6,-1.9,0.73,9.2,-70.6
CCCNS(=O)(=O)c1ccc(CCC(=O)N2CCCC2)cc1,0.3,-3.6,-2.5,-2.8,-12.2,11.0,1.03,7.6,8.6
CN1C(=O)SC(Nc2ccc(F)cc2)C1=O (stereo not drawn),2.4,-6.3,-4.2,6.5,-13.4,19.1,0.935,1.8,1.0
O=C(Nc1ccccc1Oc1cccnc1)C1CCCN(C/C=C/c2ccc(F)cc2)C1 (stereo not drawn),-3.9,-5.3,-3.2,6.5,8.6,10.3,0.935,18.1,7.8
Cc1cc(C(=O)CCl)c(C)n1-c1cccc(S(=O)(=O)N2CCOCC2)c1,-5.7,-5.8,-1.9,8.0,45.6*,-44.4,0.92,47.6*,1.8
O=C(c1ccc2c(c1)OCO2)C1CCCN(Cc2cccn2-c2cccnc2)C1 (stereo not drawn),0.2,-6.4,-1.2,2.0,0.9,5.5,0.98,8.3,-0.9
C=CCn1cc([N+](=O)[O-])nc1C,7.8*,-0.8,-0.9,2.4,4.3,-2.0,0.976,5.4,-9.6
CCCCn1c(N)c(N(CCC(C)C)C(=O)CSc2nnc3ccccn23)c(=O)[nH]c1=O,-1.3,-4.6,-2.2,-11.0,4.2,-11.7,1.11,7.9,-16.4
COc1cc(C2Nc3cc(Cl)c(S(N)(=O)=O)cc3S(=O)(=O)N2)ccc1OCc1ccccc1 (stereo not drawn),-5.7,-3.2,-1.3,9.6,19.1,5.1,0.904,6.0,-6.5
CC(C)[C@H](NC(=O)[C@@H]1Cc2ccccc2CN1C(=O)OC(C)(C)C)C(=O)NCc1ccco1,1.2,-1.8,-0.1,-6.1,17.5,-2.8,1.06,12.2,-21.0
O=C(c1ccco1)n1nc(-c2ccccc2)nc1NCc1ccco1,-1.7,-1.2,-0.3,0.6,20.6,-0.7,0.994,23.1,6.6
CCOc1ccc(/C=C2\SC(=S)N(CCC(=O)Nc3cccc(C(=O)O)c3)C2=O)cc1,-1.4,-9.2,-6.0,18.7,8.4,8.7,0.813,-8.9,8.2
Nc1nc(SCC(=O)c2c(N)n(Cc3ccccc3)c(=O)[nH]c2=O)n[nH]1,-2.8,-1.1,2.3,-10.4,11.5,-15.0,1.1,2.6,-62.4
COc1ccc(C(CNC(=O)c2ccc(C)c(S(=O)(=O)N3CCCCC3)c2)N(C)C)cc1OC (stereo not drawn),1.7,-1.6,4.4,-8.1,-1.9,0.7,1.08,-16.4,8.8
Cc1cccn2c(=O)c(C=O)c(Sc3ncccn3)nc12,-0.4,-3.7,1.3,1.6,13.7,21.4,0.984,7.2,6.2
CCN(CCNC(=O)C1CCN(S(=O)(=O)CC)CC1)c1ccccc1,-2.3,-6.0,-5.0,-2.7,8.8,15.5,1.03,11.2,-3.0
CC12C(=O)N(c3cccc4cccnc34)C(=O)C1C1C=CC2C1 (stereo not drawn),-0.8,-9.3,-1.0,-0.3,4.1,4.5,1,-10.1,-8.8
O=C(CSc1nnc(-c2ccncc2)o1)N1CCc2ccccc2C1,-1.6,-4.9,-5.7,-2.6,-42.4,-6.6,1.03,16.0,-11.6
CCOC(=O)Nc1ccc(NC(=O)c2ccccc2F)cc1,-0.6,-4.5,-3.0,-4.5,16.7,16.2,1.04,-15.5,16.4
NC(=O)c1ccccc1NC(=O)CN1CCN(Cc2ccccc2)CC1,1.7,-2.6,1.9,5.2,-4.2,14.8,0.948,8.2,18.2
Cc1cccc(NC(=S)NCc2ccccc2)c1C,-2.0,-4.2,-8.7,-10.8,-5.0,27.8,1.11,-0.1,-16.0
O=C(NC1CC1)C1CCC(=O)N1C1CCCC1 (stereo not drawn),-2.5,-2.4,-1.2,-1.3,-5.1,-3.8,1.01,-8.7,-3.0
Cc1cccc(C(C)C)c1NC(=O)C(C)OC(=O)Cn1cnc2c1c(=O)n(C)c(=O)n2C (stereo not drawn),1.1,-4.8,1.0,2.4,-1.0,10.7,0.976,1.6,-16.1
Cc1csc(Nc2ccc(C(=O)O)cc2)n1,2.4,-8.0,-9.6,-8.7,-9.9,-4.1,1.09,-13.2,-12.1
CC(=O)N1C(=O)C2(C(C#N)=C(N)Oc3c2c(C)nn3-c2ccccc2)c2ccccc21 (stereo not drawn),-1.0,-2.6,-2.4,3.9,33.3,9.2,0.961,27.7,7.8
COc1ccccc1NC(=O)NCCCCc1ccccc1,-4.6,0.8,4.9,-29.7,11.1,4.1,1.3,33.2,-19.4
O=C1NC[C@H](c2ccccc2)OC(=O)[C@H](Cc2ccc(F)cc2)C/C=C\C[C@H]1CC(=O)N(CCO)Cc1ccccc1,-3.9,-9.5,-1.4,-13.6,-2.2,8.8,1.14,0.8,-1.1
CCOc1ccc(C(=O)Nc2ccc(N3CCN(C)CC3)cc2)cc1,-1.6,-2.3,-4.8,0.8,-9.6,22.6,0.992,-16.1,-4.5
COc1ccccc1-c1c(C)nn2c(C)c(C(C)=O)cnc12,-1.1,-7.0,-1.2,4.0,12.4,-5.5,0.96,22.6,6.2
Cc1nnc(SCC(=O)Nc2nonc2C)s1,0.0,-8.7,-1.4,11.7,1.9,6.6,0.883,-11.3,6.7
O=C(Nc1nccs1)c1ccc(S(=O)(=O)NCC2CCCCC2)cc1,-4.1,-6.6,-2.1,2.9,-9.2,13.4,0.971,11.9,7.2
